Platelet DG rel: modulates dense granule release in human platelets | human platelet-rich plasma, SFLLRN dense granule ATP release, luminescence | inhibition, %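 (compounds screened at 7.5 µM in platelet-rich plasma)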 | 0.22% of 300,000 active;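 active = mean replicate score, as percent of positive control, at or above 50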
GSK3B inh: blocks human GSK3beta kinase activity; 0.038% of 300,000 active; GST-GSK3beta kinase, ADP-Glo luminescence, 60 min; hits give low values; activity score (negative = inhibition), % at 10 µM; P49841;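 active = more than half of replicate wells score below -50%, meaning over 50% inhibition versus plate controls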;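 also: 0% = median DMSO wells and -100% = median GW8510 positive control wells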
Target sequence (P49841 whole entry, looked up): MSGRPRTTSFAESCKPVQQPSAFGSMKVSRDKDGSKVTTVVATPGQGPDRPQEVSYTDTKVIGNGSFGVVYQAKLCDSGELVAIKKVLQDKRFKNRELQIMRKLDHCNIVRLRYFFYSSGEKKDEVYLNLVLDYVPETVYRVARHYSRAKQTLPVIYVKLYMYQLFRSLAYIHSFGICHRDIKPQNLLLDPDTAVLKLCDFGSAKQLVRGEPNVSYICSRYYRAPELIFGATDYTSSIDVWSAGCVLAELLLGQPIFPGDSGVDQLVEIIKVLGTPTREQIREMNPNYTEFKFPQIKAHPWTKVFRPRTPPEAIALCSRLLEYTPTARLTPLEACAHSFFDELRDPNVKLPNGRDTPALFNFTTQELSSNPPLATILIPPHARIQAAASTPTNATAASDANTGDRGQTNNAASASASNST
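Assay system: GST-tagged human GSK3beta kinase, cell-free; Input: 1.6 ng GSK3beta; Medium: Tris/MgCl2 kinase buffer; Timing: 60 min enzyme reaction, room temperature; Signal: ADP-Glo luminescence quantifying ADP generated by kinase; Evaluation: score relative to plate controls; Benchmarks: DMSO neutral wells and GW8510 at 20 µM as positive.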
HSF1 inhib: HSF1 inhibition; NIH3T3-HGL HSE-luciferase, MG132-induced, luminescence 8 h; hits give low values; activity change, negative = inhibition, % at 7.5 µM (by protocol); 0.77% of 300,000 active; AID 2098;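 active = more than half of replicate wells show activity change below -50%, luminescence cut by over half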;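 also: luciferase reports HSF-1 transcriptional activity via heat shock element; 0% = median of DMSO wells and -100% = zero luminescence signal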
aSyn 5UTR inh: 5' untranslated region of α-synuclein, MLPCN primary screen | alpha-synuclein 5'UTR reporter, inhibitor activity | inhibition, % (tested at 7.5 µM) | 0.82% of 300,000 active; in the data active = inhibition above about 60%;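 also: H4 neuroglioblastoma cells stably carrying SNCA 5'UTR luciferase fusion; 0% = DMSO wells and 100% = positive control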
IEC-6 tox: IEC-6 cytotoxicity, counter-screen for KLF5 inhibitors; 0.78% of 290,000 active; inhibition, % at 5 µM; luminescence viability; in the data active = inhibition above about 22%;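 also: 0% = plate median of test compound wells and 100% = cytotoxic reference compound wells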
HSP90 refold inh: inhibitors of HSP90 luciferase refolding in rabbit reticulocyte lysate | luciferase refolding luminescence, 3 h | inhibition, % at 5.6 µM | 0.91% of 290,000 active | AID 1789;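 active = inhibition above the screen-wide mean plus 3 SD, computed separately per campaign, cut at about 16% in these data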;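 also: 0% = DMSO wells and 100% = 60 µM geldanamycin wells; inhibitors lower the luminescence because luciferase stays unfolded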
Dyrk1A ADPGlo: blocks rat Dyrk1A kinase activity; Q63470; ADP-Glo luminescence, NFATc1 peptide; inhibition, % at 12.5 µM; 0.43% of 310,000 active; AID 504441; in the data active = inhibition above about 50%;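 also: plate controls were vehicle with enzyme for no effect and no enzyme for full effect; many of its hits are not listed in these tables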
KLF5 inhibitor: suppresses KLF5 promoter-driven expression; DLD-1 KLF5 promoter-luciferase reporter, luminescence; inhibition, % at 5 µM; 0.23% of 290,000 active; AID 1700;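 active = inhibition above a per-plate limit of that plate's mean compound inhibition plus 3 SD, cut at about 60% in these data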;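 also: 0% = DMSO wells and 100% = LY294002 at 200 µM; higher means less KLF5 promoter-driven luciferase light; inactives centre near -14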
GSK3 alpha inh: blocks human GSK-3 alpha kinase; P49840; ADP-Glo luminescence, 60 min; inhibition, % at 10 µM; 0.1% of 320,000 active;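 in the data active = inhibition above about 50%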;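 also: GST-tagged GSK-3 alpha with peptide substrate and 25 µM ATP; 0% = DMSO neutral wells and 100% = GW8510 positive control wells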
Target sequence (P49840 whole entry, looked up): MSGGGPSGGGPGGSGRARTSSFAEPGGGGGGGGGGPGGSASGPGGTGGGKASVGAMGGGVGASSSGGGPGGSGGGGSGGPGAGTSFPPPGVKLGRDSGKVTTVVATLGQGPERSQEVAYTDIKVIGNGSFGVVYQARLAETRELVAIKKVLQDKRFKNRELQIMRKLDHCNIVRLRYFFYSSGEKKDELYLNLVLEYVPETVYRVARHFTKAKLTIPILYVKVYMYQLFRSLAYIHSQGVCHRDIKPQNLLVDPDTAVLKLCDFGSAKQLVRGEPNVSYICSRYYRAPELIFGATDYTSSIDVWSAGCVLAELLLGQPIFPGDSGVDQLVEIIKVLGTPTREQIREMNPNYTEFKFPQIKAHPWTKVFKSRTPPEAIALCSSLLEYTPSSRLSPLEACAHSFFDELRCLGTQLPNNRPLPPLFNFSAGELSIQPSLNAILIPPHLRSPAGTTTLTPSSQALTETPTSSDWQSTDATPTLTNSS
HSF1 activator: increases HSF-1 driven luciferase reporter signal. 1.7% of 300,000 active. NIH3T3-HGL HSF-1 luciferase reporter, MG132, 8 h; 100% = twice DMSO control signal. activation, % at 9 µM. AID 504408;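 active = mean replicate activation of at least 50% with a set share of replicates each reaching 50%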;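 also: 0% = median of the neutral control wells and 100% = twice that signal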
The depositor's hits bear a star; · = no result given. Only part of the results is shown; rates above refer to the full screens.

SMILES	Platelet DG rel	GSK3B inh	HSF1 inhib	aSyn 5UTR inh	IEC-6 tox	HSP90 refold inh	Dyrk1A ADPGlo	KLF5 inhibitor	GSK3 alpha inh	HSF1 activator
COc1ccc(OC)c(NC(=O)CSc2nnc(CNc3ccc(F)cc3)o2)c1	3	-3	-3	-13	0	2	1	0	2	-6
COc1ccc(C(=O)Oc2cc(C)c(CN3CCOCC3)cc2C)cc1OC	-1	3	-1	7	8	-1	0	-11	1	21
Nc1c(N)c2ccccc2oc1=O	-9	0	9	-43	-2	-7	4	-34	2	0
Cc1ccccc1OCC(=O)Nc1ccc(NC(=O)c2ccco2)cc1	-2	5	1	-45	1	2	0	-57	0	-10
Cc1cc(=O)[nH]c(SCc2nnnn2-c2ccc(Cl)cc2)n1	-1	-20	-5	-2	-5	-1	-8	5	-1	8
Cc1ccc(-c2cc(Cc3ccc(N(C)C)cc3)c(=O)[nH]n2)cc1	-1	-2	4	0	0	-1	·	-35	-1	-5
Cc1ccc(OC(=O)COc2ccccc2C)cc1	4	0	-4	8	0	-2	-3	-33	-2	-4
O=C(c1ccc(Cl)nc1)N1CCN(S(=O)(=O)c2ccc(Cl)cc2)CC1	2	0	-4	3	-2	-2	-15	-29	-1	5
O=C(CCC(=O)N(CC(=O)NC1CCCCC1)c1ccc(F)cc1)Nc1ccccn1	-17	3	-1	-12	5	1	-4	-13	-1	14
O=C(CCSc1ccccc1)Nc1ccccc1Br	8	-1	16	-91	-4	1	6	-92	0	22
Cc1cc(C)c2c(CN3CCOCC3)cc(=O)oc2c1	-10	9	-11	16	-9	-6	·	-11	0	11
N#Cc1nc(COc2ccccc2Cl)oc1NCc1ccco1	-3	1	11	-16	3	1	-4	-3	2	4

Part of the list above, with bars between the fields:
compound | Platelet DG rel | GSK3B inh | HSF1 inhib | aSyn 5UTR inh | IEC-6 tox | HSP90 refold inh | Dyrk1A ADPGlo | KLF5 inhibitor | GSK3 alpha inh | HSF1 activator
COc1ccc(C(=O)Oc2cc(C)c(CN3CCOCC3)cc2C)cc1OC | -1 | 3 | -1 | 7 | 8 | -1 | 0 | -11 | 1 | 21
N#Cc1nc(COc2ccccc2Cl)oc1NCc1ccco1 | -3 | 1 | 11 | -16 | 3 | 1 | -4 | -3 | 2 | 4

Next part:
SMILES	Platelet DG rel	GSK3B inh	HSF1 inhib	aSyn 5UTR inh	IEC-6 tox	HSP90 refold inh	Dyrk1A ADPGlo	KLF5 inhibitor	GSK3 alpha inh	HSF1 activator
O=C(N/N=C/c1ccncc1)c1nn(Cc2ccccc2)c(=O)c2ccccc12	-5	0	8	35	1	2	·	-23	-1	19
COc1ccccc1C(=O)NNC(=O)C(=O)Nc1ccc(C)cc1	0	1	13	24	-6	1	0	4	-4	36
CCOCCCNC(=O)C(NC(=O)CNC(C)=O)c1ccc(Cl)cc1 (stereo not drawn)	7	0	0	19	-4	0	2	-38	-2	9
CC(C)CC(=O)c1c[nH]c(C(=O)NCc2cccs2)c1	-1	3	-25	-7	1	0	-6	-33	-5	-42
CCOC(=O)NC(Nc1ccc(S(N)(=O)=O)cc1)(C(=O)OCC)C(F)(F)F (stereo not drawn)	-2	3	2	15	2	2	-6	-14	17	3
CCOc1ccc2nc(NC(=O)C3=NN(c4ccccc4)C(=O)CC3)sc2c1	-1	0	4	-34	2	0	16	-5	0	11
Cc1onc(-c2ccccc2)c1C(=O)NCc1cccs1	-2	-2	-5	15	4	7	13	2	2	16
COc1c2ccc(C(=O)NCCCCc3ccccc3)cc2nn1C	-4	-1	-5	-12	4	3	4	3	0	-4
O=C(O)c1ccc(CN2C(=O)CSC2=S)cc1	-10	1	3	-50	-2	2	0	-28	-2	22
S=C(NCc1ccco1)Nc1ccccn1	0	0	0	-14	1	-2	-1	-29	1	0
O=S(=O)(c1ccc(F)cc1)N1CCN(S(=O)(=O)c2cc(F)ccc2F)CC1	5	1	-8	1	-3	-1	11	-23	-1	3
c1ccc(C2CCC(N3CCNCC3)CC2)cc1 (stereo not drawn)	10	4	-1	-6	14	2	-2	3	-1	5
CCOc1ccccc1/C=N/NC(=O)c1cc(C(C)C)[nH]n1	7	6	-2	1	5	-4	-5	-29	-3	17
Cc1sc2ncn3ncnc3c2c1C	6	2	-15	8	1	0	6	-8	5	-34
COc1ccc(Cl)cc1C(=O)NNC(=O)c1ccncc1	-10	-2	-9	-5	-4	1	19	1	·	-9
CCOc1ccc(CNS(=O)(=O)c2cccs2)cc1OCC	19	-8	-3	25	1	3	-3	-40	0	4
O=C(c1cccc([N+](=O)[O-])c1)N1CCN(Cc2ccc3c(c2)OCO3)CC1	-2	1	-2	-11	4	2	-2	-5	0	12
COc1ccc(CNS(=O)(=O)c2ccccc2Br)cc1	-1	2	3	-13	·	·	·	·	-2	26
CCCN1CCc2c(sc(NC(=O)CCS(=O)(=O)c3ccccc3)c2C(N)=O)C1	-9	-1	-7	-8	0	-1	16	-19	0	-9
COc1ccccc1-n1nnnc1SCC(=O)Nc1ccccn1	0	-2	-1	15	2	4	-4	-39	2	-7
COc1ccc(/C=C/C(=O)OCC(=O)c2c(C)[nH]c3ccccc23)cc1OC	-3	-3	10	21	0	2	-9	4	-2	22
O=C(CSc1nnc2ccccn12)Nc1cccc(-c2nc3ccccc3s2)c1	-3	1	19	-134	0	-1	3	-21	-1	38
CC[C@@]12C(=O)N(c3ccccc3)C(=O)N1[C@H](c1cccc(C)c1)[C@@H]1C(=O)N(Cc3ccccc3)C(=O)[C@@H]12	-4	-2	5	2	8	4	8	2	-1	-5
CC12CC3CC(C)(C1)CC(C(O)CN1CCOCC1)(C3)C2 (stereo not drawn)	0	-2	-2	-1	-5	-3	3	-7	3	-8

Profiles, quoted from the list. Order of screens: Platelet DG rel	GSK3B inh	HSF1 inhib	aSyn 5UTR inh	IEC-6 tox	HSP90 refold inh	Dyrk1A ADPGlo	KLF5 inhibitor	GSK3 alpha inh	HSF1 activator
CCOC(=O)NC(Nc1ccc(S(N)(=O)=O)cc1)(C(=O)OCC)C(F)(F)F (stereo not drawn) as listed: -2	3	2	15	2	2	-6	-14	17	3
COc1ccccc1C(=O)NNC(=O)C(=O)Nc1ccc(C)cc1 as listed: 0	1	13	24	-6	1	0	4	-4	36

Continued:
SMILES	Platelet DG rel	GSK3B inh	HSF1 inhib	aSyn 5UTR inh	IEC-6 tox	HSP90 refold inh	Dyrk1A ADPGlo	KLF5 inhibitor	GSK3 alpha inh	HSF1 activator
Cc1nnc(NC(=O)c2csc3c2CCCC3)s1	-2	-3	-1	-99	9	0	·	-12	4	0
COc1ccc(C(=O)Nc2ccc(NC(=O)c3ccccn3)cn2)cc1	3	0	18	-35	-5	-1	-1	-21	·	27
COc1ccc(S(=O)(=O)NCCOc2ccccc2)cc1C	-1	2	-1	12	4	2	8	-31	-2	-6
CCCCCC(=O)Nc1cccc(C2=NOC3(C2)C[C@@H](C(N)=O)N(C(=O)CC(c2ccccc2)c2ccccc2)C3)c1 (stereo partly drawn)	-6	3	8	-8	·	·	9	·	3	-4
COC(=O)c1cc(C(=O)c2ccc(C(C)(C)C)cc2)c[nH]1	0	-2	10	-37	9	2	1	-36	2	26
CC1=NN(c2ccccc2)C(=O)/C1=C\C=C1/N(C)c2ccccc2C1(C)C	-1	-1	0	25	5	1	5	-20	2	-7
CC(=O)c1ccc(NC(=O)Nc2ccc(Br)cc2C)cc1	-2	2	-9	-26	2	-1	1	-18	4	33
CCOC(=O)c1nnn(-c2nonc2-n2cccc2)c1-c1cccc([N+](=O)[O-])c1	2	0	-5	19	-2	-3	10	-10	-1	0
Cn1nnc(NC(=O)c2ccc(C(C)(C)C)cc2)n1	0	-3	19	-95	7	7	1	-56	-1	45
Cc1ccc(N2C(=O)C3C4C=CC(C4)C3C2=O)cc1 (stereo not drawn)	0	0	-5	13	-1	0	12	-8	-1	12
O=C(NCCc1ccc(Cl)cc1)c1ccc(=O)[nH]c1	3	·	-1	14	-4	-1	-3	-22	0	5
CCCc1cc(=O)[nH]c(SCc2cccnc2)n1	·	-1	·	·	0	-3	1	2	-4	·

Entries from the list above that contain an aryl thioether with sulfur outside any ring, in the order listed:
SMILES	Platelet DG rel	GSK3B inh	HSF1 inhib	aSyn 5UTR inh	IEC-6 tox	HSP90 refold inh	Dyrk1A ADPGlo	KLF5 inhibitor	GSK3 alpha inh	HSF1 activator
COc1ccc(OC)c(NC(=O)CSc2nnc(CNc3ccc(F)cc3)o2)c1	3	-3	-3	-13	0	2	1	0	2	-6
Cc1cc(=O)[nH]c(SCc2nnnn2-c2ccc(Cl)cc2)n1	-1	-20	-5	-2	-5	-1	-8	5	-1	8
O=C(CCSc1ccccc1)Nc1ccccc1Br	8	-1	16	-91	-4	1	6	-92	0	22
COc1ccccc1-n1nnnc1SCC(=O)Nc1ccccn1	0	-2	-1	15	2	4	-4	-39	2	-7
O=C(CSc1nnc2ccccn12)Nc1cccc(-c2nc3ccccc3s2)c1	-3	1	19	-134	0	-1	3	-21	-1	38
CCCc1cc(=O)[nH]c(SCc2cccnc2)n1	·	-1	·	·	0	-3	1	2	-4	·

Other records:
SMILES	Platelet DG rel	GSK3B inh	HSF1 inhib	aSyn 5UTR inh	IEC-6 tox	HSP90 refold inh	Dyrk1A ADPGlo	KLF5 inhibitor	GSK3 alpha inh	HSF1 activator
CC(C)c1ccc(N(CC(=O)NC(C)(C)C)C(=O)CCC(=O)Nc2nccs2)cc1	-13	1	-5	-3	-7	2	-2	-12	·	-8
Cc1ccc(C)c(CN2CCC(CNC(=O)Nc3ccc(Br)cc3F)CC2)c1	2	-5	-16	8	-4	0	1	-14	2	-7
CCC1(CC)C(=O)C2=C3C1[C@H](C(=O)OC)CC(C(=O)OC)C[C@H]3n1c(=O)n(C)c(=O)n1[C@H]2C (stereo partly drawn)	3	0	-5	2	·	·	4	·	-4	-7
CC(Sc1nc2ccccc2s1)C(=O)Nc1nnc(C(C)C)s1 (stereo not drawn)	-2	-1	-63*	-6	5	-2	-1	-42	-3	-71
Cc1sc2nc(SCC(=O)N3CCCC3)[nH]c(=O)c2c1C	18	-3	14	17	-2	-5	-2	-5	0	11
CC(C)OC(=O)C1C(=O)CC(C)(O)C(C(=O)OC(C)C)C1c1cccnc1 (stereo not drawn)	-3	4	0	17	6	1	-2	-30	-1	8
CCN(CC)c1ccc(/C=N/Nc2nc(C)cc(=O)[nH]2)cc1	2	2	-1	18	3	-2	-3	-29	-2	-7
CCOC(=O)C1(CCOc2ccccc2)CCN(Cc2cc(OC)ccc2OC)CC1	2	-1	-1	-20	-5	2	14	-66	-1	4
Cc1cccc(Cn2cnc3c(N)c(C)c(C)cc32)c1	4	-4	4	16	1	0	3	-17	-2	-9
O=C(COc1cccc2ccccc12)Nc1nc2ccccc2[nH]1	·	·	·	·	1	0	25	-30	-2	·
CC(=O)c1ccc(NC(=O)c2cccs2)cc1	-6	1	6	-88	0	-3	1	-107	-7	28
CC(Oc1ccc2c3c(c(=O)oc2c1)CCC3)C(=O)NCCCn1ccnc1 (stereo not drawn)	-1	-7	-6	7	7	2	·	6	4	-14
